Screening results (PubChem BioAssay)
HT1080 cytotoxicity = cytotoxicity in HT1080 fibrosarcoma cells, cell-based, fluorescence readout (AID 620) | HT1080 viability, fluorescence; higher % means a stronger effect | cytotoxicity, % at 10 µM, or EC50 in µM where a hit was titrated | 87,000 compounds, 0.42% hits;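 note: cells exposed to compound overnight then 4 h with Alamar Blue; 0% = vehicle DMSO and 100% = killing control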
Spn PMK inh = S. pneumoniae PMK inhibitors, primary screen, biochemical, mevalonate pathway, pilot trial included | purified PMK, PK/LDH-coupled NADH absorbance 340 nm | inhibition, % at 10 µM | 65,000 compounds, 0.49% hits | AID 539, 2006;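 active = top-ranked compounds by inhibition in the single 10 µM screen, taking a fixed number of the strongest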;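 note: 0% = full reaction with DMSO carrier and 100% = background rate without enzyme reaction; no value below 0 was filed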
Alkaline phosphatase = human TNAP enzyme inhibitors, biochemical, luminescent (AID 518). Alkaline phosphatase, tissue-nonspecific isozyme (Homo sapiens). purified TNAP enzyme, luminescent substrate readout; higher % means a stronger effect. inhibition, % at 20 µM; hits with a dose series show IC50 in µM. 64,000 compounds, 0.09% hits; in the data active = a potency from the dose series; inactive = the rest, 99 in 100 with inhibition below about 22%;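 note: plate controls were vehicle for no effect and reference inhibitor for full effect; many of its hits are not listed in these tables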
Spn DPM-DC inh = S. pneumoniae DPM-DC inhibitors, primary screen, biochemical, PK/LDH-coupled NADH fluorescence. diphosphomevalonate decarboxylase (Streptococcus pneumoniae D39). purified DPM-DC. calls only at 10 µM. 65,000 compounds, 0.49% hits;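 active = the 320 compounds with the highest percent inhibition in the single-dose primary screen, excluding strongly autofluorescent ones, cut at about 32% in these data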;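 note: kinetic rate of NADH fluorescence loss reporting ADP formed by the decarboxylase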
HPDE-C7 viability = cytotoxicity in HPDE-C7 cells, cell-based, fluorescence, HTS (AID 430) | HPDE-C7 pancreatic duct cells viability, fluorescence; higher % means a stronger effect | cytotoxicity, % at 10 µM, or EC50 in µM where a hit was titrated | 63,000 compounds, 1.8% hits;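 note: cells exposed to compound for 48 hours before viability readout; 0% = vehicle and 100% = reference cytotoxic drug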
Bfl-1 displacement = Bfl-1 inhibitors, primary screen, biochemical, fluorescence polarization, FITC-Bid, mouse (AID 432). one-dose displacement, % at 20 µM; IC50 in µM for titrated hits. FITC-Bid BH3 peptide fluorescence polarization displacement; higher % means a stronger effect. 64,000 compounds, 0.02% hits. Bcl-2-related protein A1 (Mus musculus); in the data active = a potency from the dose series; inactive = the rest, 99 in 100 with displacement below about 15%; note: strong numbers were not always called active
HPDE-C7K KRASV12 = cytotoxicity in KRAS-transformed pancreatic duct cells, primary screen, cell-based, fluorescence, HTS (AID 431); one-dose cytotoxicity, % at 10 µM; EC50 in µM for titrated hits; 63,000 compounds, 1.7% hits; HPDE-C7K KRASV12 cells, Alamar Blue viability, 48 h; higher % means a stronger effect;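 active = compounds whose percent cytotoxicity in the single-dose primary screen, scaled between solvent and toxic-drug controls, exceeds 50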;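 note: 0% = DMSO solvent wells and 100% = doxorubicin-treated wells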
LYP phosphatase = LYP phosphatase inhibitors, primary screen, biochemical, DiFMUP fluorescence, recombinant catalytic domain, 10 µM (AID 606). recombinant LYP catalytic domain, DiFMUP fluorescence; higher % means a stronger effect. Tyrosine-protein phosphatase non-receptor type 22 (Homo sapiens). one-dose inhibition, % at 10 µM; IC50 in µM for titrated hits. 52,000 tested, under 10 active;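 active = IC50 under 40 µM in the dose-response test; inactive = IC50 of 40 µM or more, or never dose-tested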
MK inhibit = S. pneumoniae MK inhibitors, primary screen, biochemical, PK/LDH-coupled NADH absorbance. 65,000 compounds, 0.48% hits. inhibition, % at 10 µM. mevalonate kinase [Streptococcus pneumoniae D39]. purified MK, PK/LDH-coupled NADH absorbance 340 nm;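 active = ranked among the strongest by inhibition in the single 10 µM screen, a fixed top-ranked set picked for dose follow-up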; note: no value below 0 was filed
Spn PMK inh pilot replicates = second read-out of Spn PMK inh, no call of its own (marks repeat the call); inhibition, %; measured here: pilot screen replicates
MK inhibit pilot replicates = further read-out of MK inhibit, marked with its call; inhibition, %; measured here: pilot screen replicates
Spn DPM-DC inh pilot screen % = also measured in Spn DPM-DC inh; calls as there; inhibition, %; measured here: pilot screen trials
* = called active by the depositor. Cut-off read from the data, not from the text of the source, unless noted: active = cytotoxicity above about 50%; inactive = the rest.

`COc1cc(C)nc(NS(=O)(=O)c2ccc(C)cc2)n1` gave HT1080 cytotoxicity 10%, Spn PMK inh 14, Alkaline phosphatase 21%, Spn DPM-DC inh inactive, HPDE-C7 viability 8%, Bfl-1 displacement -2%, HPDE-C7K KRASV12 4%, LYP phosphatase 6%, MK inhibit 7, Spn PMK inh pilot replicates 7.0, MK inhibit pilot replicates 1.0 and Spn DPM-DC inh pilot screen % 0.0.
For O=C(COc1ccc(Cl)cc1Cl)NC1CCSC1=O (stereo unspecified) the results were HT1080 cytotoxicity -16%, Spn PMK inh 7, Alkaline phosphatase 9%, Spn DPM-DC inh inactive, HPDE-C7 viability 5%, Bfl-1 displacement -4%, HPDE-C7K KRASV12 14% and MK inhibit 0.
`CCC(=O)Nc1cccc(-c2nnc(SCC(=O)c3ccccc3)n2C)c1` gave HT1080 cytotoxicity 4%, Spn PMK inh 9, Alkaline phosphatase 10%, HPDE-C7 viability -8%, Bfl-1 displacement -3%, HPDE-C7K KRASV12 -2%, LYP phosphatase 0% and MK inhibit 8.
`COc1ccc(C(=O)Nn2c(C3CCC3)nc3ccccc3c2=O)c(OC)c1` gave HT1080 cytotoxicity -12%, Spn PMK inh 18, Alkaline phosphatase 14%, Spn DPM-DC inh inactive, HPDE-C7 viability 7%, Bfl-1 displacement 5%, HPDE-C7K KRASV12 4%, LYP phosphatase 4%, MK inhibit 0, Spn PMK inh pilot replicates 0.0, MK inhibit pilot replicates 0.0 and Spn DPM-DC inh pilot screen % 0.5.
For O=C(CCCc1ccccc1)N1CCc2ccccc21 the results were Spn PMK inh 0, Alkaline phosphatase 6%, Spn DPM-DC inh inactive, HPDE-C7 viability -25%, Bfl-1 displacement 8%, HPDE-C7K KRASV12 -25%, LYP phosphatase 10% and MK inhibit 9.
`O=C(C1CCCN1S(=O)(=O)c1cccc2cccnc12)N1CCc2ccccc21` (stereo unspecified) gave HT1080 cytotoxicity 0%, Spn PMK inh 0, Alkaline phosphatase 7%, Spn DPM-DC inh inactive, HPDE-C7 viability 6%, Bfl-1 displacement 0%, HPDE-C7K KRASV12 5%, LYP phosphatase 2% and MK inhibit 7.
For O=C1CCCC(O)=C1C(C#Cc1ccccc1)C1=C(O)CCCC1=O the results were HT1080 cytotoxicity -1%, Spn PMK inh 20, Alkaline phosphatase 9%, Spn DPM-DC inh inactive, HPDE-C7 viability 36%, Bfl-1 displacement -5%, HPDE-C7K KRASV12 31% and MK inhibit 6.
`O=C(CC(c1ccccc1)c1cc(Br)ccc1O)NCc1ccco1` (stereo unspecified) gave HT1080 cytotoxicity 2%, Spn PMK inh 10, Alkaline phosphatase 10%, Spn DPM-DC inh inactive, HPDE-C7 viability 4%, Bfl-1 displacement 0%, HPDE-C7K KRASV12 22%, LYP phosphatase 10% and MK inhibit 14.
`COc1ccccc1C(=O)NCc1ccc2c(c1)OCO2` gave HT1080 cytotoxicity -1%, Spn PMK inh 14, Alkaline phosphatase 17%, Spn DPM-DC inh inactive, HPDE-C7 viability -16%, Bfl-1 displacement 7%, HPDE-C7K KRASV12 -17%, LYP phosphatase 5% and MK inhibit 3.
For COc1ccc(N2C(=O)CC(Sc3nccc(C)n3)C2=O)cc1 (stereo unspecified) the results were HT1080 cytotoxicity 4%, Spn PMK inh 0, Alkaline phosphatase 9%, Spn DPM-DC inh inactive, HPDE-C7 viability 1%, Bfl-1 displacement -4%, HPDE-C7K KRASV12 9%, LYP phosphatase 11% and MK inhibit 4.
Screening Nc1c(S(=O)(=O)c2ccccc2)c2nc3ccccc3nc2n1/N=C/c1ccco1 returned HT1080 cytotoxicity 4%, Spn PMK inh 10, Alkaline phosphatase 9%, Spn DPM-DC inh inactive, HPDE-C7 viability 69%*, Bfl-1 displacement 4%, HPDE-C7K KRASV12 45%, LYP phosphatase 16% and MK inhibit 2.
Screening CCOC(=O)c1c(C)[nH]c(C(=O)CSc2ccccc2)c1C returned HT1080 cytotoxicity -3%, Spn PMK inh 9, Alkaline phosphatase 10%, Spn DPM-DC inh inactive, HPDE-C7 viability 7%, Bfl-1 displacement -2%, HPDE-C7K KRASV12 3%, LYP phosphatase 2% and MK inhibit 6.
Cn1cnnc1SCC(=O)Nc1sc2c(c1C#N)CCCCC2 was read as HT1080 cytotoxicity 4%, Spn PMK inh 13, Alkaline phosphatase 11%, Spn DPM-DC inh inactive, HPDE-C7 viability -3%, Bfl-1 displacement 0%, HPDE-C7K KRASV12 8%, LYP phosphatase 10%, MK inhibit 6, Spn PMK inh pilot replicates 0.0, MK inhibit pilot replicates 10 and Spn DPM-DC inh pilot screen % 0.5.
Screening O=C1c2ccccc2C(=O)N1c1ncccn1 returned HT1080 cytotoxicity -10%, Spn PMK inh 9, Alkaline phosphatase 9%, Spn DPM-DC inh inactive, HPDE-C7 viability 0%, Bfl-1 displacement -2%, HPDE-C7K KRASV12 15%, LYP phosphatase 2% and MK inhibit 4.
`O=C(c1cnc2n(c1=O)CCS2)N1CCc2ccccc21` gave HT1080 cytotoxicity -7%, Spn PMK inh 0, Alkaline phosphatase 18%, Spn DPM-DC inh inactive, HPDE-C7 viability -36%, Bfl-1 displacement 6%, HPDE-C7K KRASV12 -12%, MK inhibit 1, Spn PMK inh pilot replicates 0.5, MK inhibit pilot replicates 1.0 and Spn DPM-DC inh pilot screen % 2.0.
Screening O=C(Nc1ccc(OC(F)(F)F)cc1)C1CCCN(S(=O)(=O)c2cccnc2)C1 (stereo unspecified) returned HT1080 cytotoxicity 8%, Spn PMK inh 11, Alkaline phosphatase 5%, Spn DPM-DC inh inactive, HPDE-C7 viability 26%, Bfl-1 displacement 3%, HPDE-C7K KRASV12 4% and MK inhibit 7.
For Nc1c(C(=O)NCc2cccnc2)sc(=S)n1-c1ccccc1 the results were HT1080 cytotoxicity 1%, Spn PMK inh 6, Alkaline phosphatase 8%, Spn DPM-DC inh inactive, HPDE-C7 viability -14%, Bfl-1 displacement -9%, HPDE-C7K KRASV12 -4%, LYP phosphatase 5% and MK inhibit 11.
`O=C(NCC1COCCO1)C1CCN(S(=O)(=O)c2ccccc2)CC1` (stereo unspecified) gave HT1080 cytotoxicity -2%, Spn PMK inh 8, Alkaline phosphatase 4%, Spn DPM-DC inh inactive, HPDE-C7 viability -7%, Bfl-1 displacement -1%, HPDE-C7K KRASV12 -4%, LYP phosphatase 4%, MK inhibit 7, Spn PMK inh pilot replicates 1.0, MK inhibit pilot replicates 2.5 and Spn DPM-DC inh pilot screen % 7.0.
For CCOC(=O)c1ccc(NC(=O)NS(=O)(=O)c2ccc(C)cc2)cc1 the results were HT1080 cytotoxicity 4%, Spn PMK inh 10, Alkaline phosphatase 6%, Spn DPM-DC inh inactive, HPDE-C7 viability 17%, Bfl-1 displacement -2%, HPDE-C7K KRASV12 26%, LYP phosphatase 1% and MK inhibit 4.
For CCOC(=O)Cn1cc(C(=O)C2CC2)c2ccccc21 the results were HT1080 cytotoxicity 4%, Spn PMK inh 8, Alkaline phosphatase 12%, Spn DPM-DC inh inactive, HPDE-C7 viability 3%, Bfl-1 displacement -6%, HPDE-C7K KRASV12 -10% and MK inhibit 0.

Pulled by compound from the entries so far (2):
`O=C(C1CCCN1S(=O)(=O)c1cccc2cccnc12)N1CCc2ccccc21` (stereo unspecified) gave HT1080 cytotoxicity 0%, Spn PMK inh 0, Alkaline phosphatase 7%, Spn DPM-DC inh inactive, HPDE-C7 viability 6%, Bfl-1 displacement 0%, HPDE-C7K KRASV12 5%, LYP phosphatase 2% and MK inhibit 7.
For Nc1c(C(=O)NCc2cccnc2)sc(=S)n1-c1ccccc1 the results were HT1080 cytotoxicity 1%, Spn PMK inh 6, Alkaline phosphatase 8%, Spn DPM-DC inh inactive, HPDE-C7 viability -14%, Bfl-1 displacement -9%, HPDE-C7K KRASV12 -4%, LYP phosphatase 5% and MK inhibit 11.

(list continues)
CNc1nc2c(c(=O)[nH]c(=O)n2C)n1CCOC was read as HT1080 cytotoxicity -7%, Spn PMK inh 17, Alkaline phosphatase 7%, Spn DPM-DC inh inactive, HPDE-C7 viability 4%, Bfl-1 displacement -4%, HPDE-C7K KRASV12 13%, LYP phosphatase 2% and MK inhibit 13.
Screening O=S(=O)(NCCSc1ccccc1)c1ccc2c(c1)OCCO2 returned Spn PMK inh 0, Alkaline phosphatase 14%, Spn DPM-DC inh inactive, HPDE-C7 viability -7%, Bfl-1 displacement 4%, HPDE-C7K KRASV12 -9%, LYP phosphatase 11% and MK inhibit 7.
`CCCS(=O)(=O)N1CCC(C(=O)NC2CCCC(C)C2C)CC1` (stereo unspecified) gave HT1080 cytotoxicity 6%, Spn PMK inh 5, Alkaline phosphatase 6%, Spn DPM-DC inh inactive, HPDE-C7 viability -10%, Bfl-1 displacement -1%, HPDE-C7K KRASV12 -3%, LYP phosphatase 1% and MK inhibit 0.
`Cc1cccc(-c2nnc(N)s2)c1` gave HT1080 cytotoxicity -5%, Spn PMK inh 21, Alkaline phosphatase 9%, Spn DPM-DC inh inactive, HPDE-C7 viability -9%, Bfl-1 displacement -8%, HPDE-C7K KRASV12 -8%, LYP phosphatase -1% and MK inhibit 3.
CC(=O)N1CCc2c(sc(NC(=O)c3ccc(S(=O)(=O)N(C)C)cc3)c2C#N)C1 was read as HT1080 cytotoxicity 7%, Spn PMK inh 7, Alkaline phosphatase 23%, Spn DPM-DC inh inactive, HPDE-C7 viability 16%, Bfl-1 displacement -1%, HPDE-C7K KRASV12 13%, LYP phosphatase 10%, MK inhibit 3, Spn PMK inh pilot replicates 0.0, MK inhibit pilot replicates 3.5 and Spn DPM-DC inh pilot screen % 1.0.
For CNC(=O)CN(C)S(=O)(=O)c1ccc(OC)c(Cl)c1 the results were HT1080 cytotoxicity -4%, Spn PMK inh 2, Alkaline phosphatase 12%, Spn DPM-DC inh inactive, HPDE-C7 viability 8%, Bfl-1 displacement -4%, HPDE-C7K KRASV12 1% and MK inhibit 13.
Screening N#CC1(c2ccccc2)CCCN1C(=O)c1ccc(Br)o1 (stereo unspecified) returned HT1080 cytotoxicity 13%, Spn PMK inh 10, Alkaline phosphatase -7%, Spn DPM-DC inh inactive, HPDE-C7 viability -3%, Bfl-1 displacement 8%, HPDE-C7K KRASV12 -7% and MK inhibit 4.
Screening O=C(Nc1ccc(CN2CCCCC2)cc1)c1ccc2c(c1)OCO2 returned HT1080 cytotoxicity -8%, Spn PMK inh 8, Alkaline phosphatase 2%, Spn DPM-DC inh inactive, HPDE-C7 viability -13%, Bfl-1 displacement 7%, HPDE-C7K KRASV12 2%, LYP phosphatase -12%, MK inhibit 7, Spn PMK inh pilot replicates 0.0, MK inhibit pilot replicates 0.0 and Spn DPM-DC inh pilot screen % 0.0.
